Screening results: PubChem, several laboratories
SKKanGAS inh: inhibitors of SKKanGAS S. pyogenes growth in kanamycin (SK-promoter or general growth effect); 300,000 tested, 1.3% active; AID 1662; BacTiter-Glo, 6 h; inhibition, % at 7.5 µM;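 active = mean replicate score, as percent of positive control median, at least 50; inconclusive = mean below 50 but one replicate at or above 50; inactive = mean and every replicate below 50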;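 note: strain carries kanamycin resistance gene driven by streptokinase promoter and grows in 40 µg/ml kanamycin; loss of luminescence reflects streptokinase promoter inhibition or plain growth inhibition; 0% = median of DMSO wells and 100% = positive control at its reference dose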
KCNK9 inh: human KCNK9 channel inhibition | AID 488922 | Q9NPC2 | HEK293 KCNK9, FluxOR thallium flux fluorescence; active compounds read low | 310,000 tested, 1.2% active | B-score at 10 µM;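 active = ratio B-score over 3 SD below the library mean, with starting fluorescence within 5 SD of its mean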;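 note: negative B-score means less thallium flux so channel inhibition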
KCNQ1 inh: inhibitors of human KCNQ1 potassium channel; P51787; CHO-K1 KCNQ1, FluxOR thallium flux fluorescence; active compounds read high; B-score at 10 µM; 310,000 tested, 1.3% active;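 active = compounds whose thallium flux B-score, printed positive for inhibition, exceeds three library SD while starting fluorescence stays within three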;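 note: channel opened by potassium depolarization with thallium stimulus after 20 min compound exposure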
KCNQ1 pot: potentiators or activators of human KCNQ1 potassium channel; CHO-K1 KCNQ1, thallium flux FluxOR fluorescence; active compounds read high; P51787; 310,000 tested, 0.35% active; B-score at 10 µM;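 active = fluorescence ratio B-score, a plate-corrected score, at least three library SD, with initial intensity B-score within 5 SD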
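Test system: CHO-K1 cells stably expressing KCNQ1 / Medium: assay buffer / Also added: depolarizing K+/Tl+ stimulus, K2SO4 and Tl2SO4 each 12.5 mM in 5x stock / Incubation: 90 min dye loading and 20 min compound exposure, both at room temperature / Signal: thallium influx via FluxOR fluorescence, kinetic imaging / Evaluation: B score of baseline-normalized fluorescence ratio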
KCNK3 inh: human KCNK3 channel inhibition, primary screen | O14649 | 340,000 tested, 0.84% active | B-score at 10 µM | CHO-KCNK3 thallium flux, FluxOR fluorescence; active compounds read low | AID 602410;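 active = B-score under library mean minus 4 SD, starting fluorescence ratio at most library mean plus 5 SD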;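 note: more negative B-score means stronger inhibition of thallium flux through KCNK3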
Target sequence (O14649 whole entry, looked up): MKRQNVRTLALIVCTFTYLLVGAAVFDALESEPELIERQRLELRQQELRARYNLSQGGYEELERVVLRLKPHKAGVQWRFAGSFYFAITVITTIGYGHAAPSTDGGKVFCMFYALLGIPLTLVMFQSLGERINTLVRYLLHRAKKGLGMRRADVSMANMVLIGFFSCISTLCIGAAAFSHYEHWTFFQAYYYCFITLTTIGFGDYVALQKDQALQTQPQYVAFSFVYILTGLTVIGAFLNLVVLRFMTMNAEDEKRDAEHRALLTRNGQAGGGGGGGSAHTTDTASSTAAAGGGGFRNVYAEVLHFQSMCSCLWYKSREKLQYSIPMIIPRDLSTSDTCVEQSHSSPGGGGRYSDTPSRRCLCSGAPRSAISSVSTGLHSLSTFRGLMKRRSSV
ANO1 activ: activates or potentiates the mouse TMEM16A chloride channel; Q8BHY3; 340,000 tested, 0.3% active; HEK293 TMEM16A/YFP-H148Q/I152L, iodide quench fluorescence; active compounds read low; B-score at 10 µM;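 active = fluorescence-ratio B-score plate-corrected deviation score at least 3 library SD below zero, with starting fluorescence score within 5 deviations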;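 note: channel opened by trigger with iodide after compound preincubation; score built on the fluorescence ratio of max minus min over baseline; more negative score means more quench and so TMEM16A activation or potentiation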
RGS4 act: RGS4 potentiation or activation; HEK293 M3R/inducible RGS4, carbachol calcium flux Fluo4; active compounds read low; B-score at 10 µM; 310,000 tested, 0.92% active; AID 463111;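 active = B-score of the integrated calcium signal more than 4 SD below the library mean, with starting fluorescence not abnormally high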;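 note: negative B-score means reduced calcium response which marks RGS4 activation or potentiation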
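Detection: kinetic calcium fluorescence imaging with Fluo4-AM dye, 2 µM / Material: HEK293 cells with stable M3R and inducible RGS4 / Schedule: recording 10 s baseline at 1 Hz, 100 s post-agonist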
RGS4 inh: inhibitors of human RGS4; P49798; HEK293 M3R/RGS4 inducible, Fluo-4 calcium flux; active compounds read high; triggered by carbachol at its EC20; B-score at 10 µM; 310,000 tested, 0.45% active;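 active = B-score, a plate-corrected calcium signal, over three deviations above library mean, with baseline fluorescence within five deviations of library mean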;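 note: RGS4 expression induced by doxycycline in cells with stable M3 receptor; B-score is computed from the integrated fluorescence ratio over baseline after carbachol; higher B-score means a larger calcium signal and so more RGS4 inhibition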
Target sequence (P49798 whole entry, looked up): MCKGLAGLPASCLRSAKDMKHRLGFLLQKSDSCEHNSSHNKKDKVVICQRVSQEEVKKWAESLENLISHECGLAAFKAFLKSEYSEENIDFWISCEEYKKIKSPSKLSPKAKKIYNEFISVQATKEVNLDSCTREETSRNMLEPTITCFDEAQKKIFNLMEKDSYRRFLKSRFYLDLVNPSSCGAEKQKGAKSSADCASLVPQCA
TMEM16A inh: inhibitors of mouse TMEM16A calcium-activated chloride channel; Q8BHY3; HEK293 TMEM16A/YFP iodide influx fluorescence, ionomycin; normalized B-score (activity score, 25-100; higher = stronger inhibition) at 10 µM; 310,000 tested, 1.2% active; AID 588511;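 active = ratio plate-corrected score three or more library SD toward inhibition, starting fluorescence score within five deviations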;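 note: score derived from kinetic fluorescence span divided by baseline fluorescence per well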
hERG protect: compounds protecting human hERG from proarrhythmic drug block; Q12809; CHO-hERG, FluxOR thallium flux, dofetilide IC70 present; activation (rescue from dofetilide block), less the hit threshold, % at 10 µM; 310,000 tested, 0.51% active; AID 1511;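 active = activation above the mean of controls blocked by dofetilide plus 5 SD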;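 note: thallium influx through hERG after potassium depolarization seen as dye fluorescence rise; in these data hits start at about 4.7%; inactives centre near -7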
HDAC3 inh: blocks human histone deacetylase 3; 320,000 tested, 0.15% active; inhibition, % at 8.3 µM; recombinant HDAC3, fluorogenic peptide/trypsin coupled, fluorescence; in the data active = inhibition above about 26%, passing the limit was not always enough; inconclusive = no clear call, values can overlap the other calls
Target sequence (O15379 whole entry, looked up): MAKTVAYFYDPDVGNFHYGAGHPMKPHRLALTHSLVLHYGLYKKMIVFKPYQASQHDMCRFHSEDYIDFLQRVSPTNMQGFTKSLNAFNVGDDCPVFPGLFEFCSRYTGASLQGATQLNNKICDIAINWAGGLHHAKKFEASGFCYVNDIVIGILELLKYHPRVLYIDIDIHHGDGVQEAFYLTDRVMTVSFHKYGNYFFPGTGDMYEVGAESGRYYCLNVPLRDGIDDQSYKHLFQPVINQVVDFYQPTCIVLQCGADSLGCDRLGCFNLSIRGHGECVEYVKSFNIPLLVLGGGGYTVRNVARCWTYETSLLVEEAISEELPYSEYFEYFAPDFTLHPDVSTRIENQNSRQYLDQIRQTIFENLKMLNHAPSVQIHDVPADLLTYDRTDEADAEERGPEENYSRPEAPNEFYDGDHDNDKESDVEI
Starred values were filed as active, the others as inactive; i = inactive; ? = inconclusive; nt = not tested or not shown.

SMILES | SKKanGAS inh | KCNK9 inh | KCNQ1 inh | KCNQ1 pot | KCNK3 inh | ANO1 activ | RGS4 act | RGS4 inh | TMEM16A inh | hERG protect | HDAC3 inh
Cn1c(=O)[nH]c(=O)c2c1nc(NCCCn1ccnc1)n2Cc1ccccc1 | 0.4 | i | i | i | i | i | i | i | i | -6.8 | -1.0
COc1ccc(NC(=O)CSc2ncnc3c2cnn3Cc2ccccc2)cc1 | -5.3 | i | i | i | i | i | i | i | i | -12.5 | -21.8
COc1cccc(CN2CCN(CC(=O)Nc3ccccc3Cl)CC2)c1 | 6.8 | i | i | i | i | i | i | i | i | -8.8 | 6.3
CCCCn1c2ccc(C)cc2c2nnc(SCCN3CCCCC3)nc21 | 4.8 | i | i | i | i | i | -12.2* | i | i | -14.2 | 11.5
C=CCNC(=O)/C(C#N)=C/c1ccc(C(=O)O)cc1 | -3.2 | i | i | i | i | i | i | i | i | -5.5 | 7.5
O=C(COC(=O)c1n[nH]c2ccccc12)NCc1ccccc1 | -8.3 | i | i | i | i | i | i | i | i | -5.5 | -8.8
C/C(=N\NC(=O)C1CCCN(S(=O)(=O)c2ccccc2)C1)c1ccncc1 (stereo not given) | -2.1 | i | i | i | i | i | i | i | i | -6.0 | 1.2
COC(=O)c1ccc(C)c(NC(=O)Cn2cnc3ccccc3c2=O)c1 | 1.6 | i | i | i | i | i | i | i | i | -4.2 | 3.6
CS(=O)(=O)Nc1ccc(N2CCCCC2)c(Cl)c1 | 11.8 | i | i | i | i | i | i | i | i | -5.2 | -1.5
CCOC(=O)c1ccc(P(=O)(c2ccccc2)c2ccccc2)cc1 | 7.4 | i | i | i | i | i | i | i | i | -7.0 | 4.5
CC1=CC2=NCC(O)CN2C=C1 (stereo not given) | -4.6 | i | i | i | i | i | i | i | i | -11.2 | -11.6
CCOC(=O)N1CCN(S(=O)(=O)c2ccc(C(=O)Nc3sc4c(c3C(N)=O)CC(C)(C)NC4(C)C)cc2)CC1 | -18.8 | i | i | i | i | i | i | i | i | -12.1 | 8.1
COc1ccc(C(=O)Nc2ccc(S(=O)(=O)N3CCc4ccccc43)cc2)cc1 | 15.3 | i | i | i | i | i | i | i | 100* | -15.0 | -0.1
Cc1cccc(Nc2nc(N)nc(-c3oc4ccccc4c3C)n2)c1 | 35.4 | -8.87* | i | i | i | i | i | i | i | 0.4 | 5.9
COc1ccc(C2C(C(=O)O)c3ccccc3C(=O)N2Cc2ccco2)cc1 (stereo not given) | 18.0 | i | i | i | i | i | i | i | i | -5.5 | -1.3
COc1ccccc1N(CC(=O)NCC1CCCO1)C(=O)CCC(=O)Nc1nccs1 (stereo not given) | -0.6 | i | i | i | i | i | i | i | i | -0.9 | 3.9
NC(=O)c1sc2nc(-c3cccs3)ccc2c1N | 3.8 | i | i | i | i | i | i | i | i | -4.4 | -10.3
O=C(c1cc2cc(C(F)(F)F)ccc2s1)N1CCOCC1 | 17.2 | i | i | i | i | i | i | i | i | -0.1 | 3.2
Cn1c(=O)c2c(nc(NCC3CCCO3)n2Cc2ccccc2)n(C)c1=O (stereo not given) | -4.0 | i | i | i | i | i | i | i | i | -4.8 | 0.3
O=C(CN1C(=O)NC2NC(=O)NC21)NC1CCCCC1 (stereo not given) | 2.5 | i | i | i | i | i | i | i | i | -13.2 | -6.3
CC(C)c1ccc(NC(=O)C2=NNC(=O)CC2)cc1 | -13.9 | i | i | i | i | i | i | i | i | -6.3 | 2.1
O=C(Nc1ccccc1)c1ccc(NCCN2CCOCC2)c(S(=O)(=O)N2CCOCC2)c1 | 2.0 | i | i | i | i | i | i | i | i | -10.9 | 6.2
CCCSCCCNC(=O)c1cc2c(s1)CS(=O)(=O)C2 | -5.7 | i | i | i | i | i | i | i | i | -8.7 | -2.7
Cc1c(C(=O)N(Cc2cccs2)C2CCS(=O)(=O)C2)oc2ccccc12 (stereo not given) | -1.9 | i | i | i | i | i | i | i | i | -15.5 | 1.6
CCOC(=O)COc1ccc(C2NC(C(=O)O)CS2)cc1 (stereo not given) | -3.0 | i | i | i | i | i | i | i | i | -3.8 | 4.3
O=C(Oc1cc(-c2ccccc2)no1)c1ccc(F)cc1 | 4.2 | i | i | i | i | i | i | i | i | -7.9 | 6.5
COc1cc(N)cc(NC(=O)c2ccncc2)c1 | -4.1 | i | i | i | i | i | i | i | i | -3.9 | -13.7
CN1CCC(OC(=O)C23CCC(C)(C(=O)O2)C3(C)C)CC1 (stereo not given) | 2.9 | i | i | i | i | i | i | i | i | 0.3 | 0.7
COc1cccc(CNc2nc3ccccc3n2C(C)C)c1O | -1.3 | i | i | i | i | i | i | i | nt | -0.5 | nt
Nc1c(C(=O)NCc2ccco2)c2nc3ccccc3nc2n1CCc1ccccc1F | 16.3 | i | i | i | i | i | i | i | i | -23.2 | -40.0
CCCN(CCC)S(=O)(=O)c1nc2nc(C)cc(C)n2n1 | 0.0 | i | i | i | i | i | i | i | i | -9.1 | -3.0
Nc1ccc(-c2nc3c(Cl)cc(N)cc3[nH]2)cc1 | 8.9 | i | i | i | i | i | i | i | i | -1.1 | -66.3
O=C(NCCc1c[nH]c2ccccc12)C1CCCN(S(=O)(=O)c2ccccc2)C1 (stereo not given) | -5.2 | i | i | i | i | i | i | i | i | -3.4 | -8.4
OC1=C(O)c2nc3cc(F)ccc3nc21 | -1.3 | i | i | i | i | i | i | i | i | -4.5 | 1.5
O=C(/C=C/c1ccc2c(c1)OCO2)Nc1cc(S(=O)(=O)N2CCOCC2)ccc1N1CCOCC1 | -1.6 | i | i | i | i | i | i | i | i | -3.4 | -11.1
O=C(Nc1nc(=O)c2ccccc2s1)c1ccc(F)cc1 | 9.3 | i | i | 23* | i | i | i | i | i | -3.1 | 3.7
Cc1ccsc1CNCC(O)c1ccccc1 (stereo not given) | -6.6 | i | i | i | i | i | i | i | i | -2.1 | 1.2
Cc1cc(=O)[nH]c(-n2[nH]c(C)cc2=O)n1 | -2.5 | i | i | i | i | i | i | i | i | -2.0 | -4.6
Cc1cc(=O)oc2cc(OC(C)C(=O)NCCc3ccc(S(N)(=O)=O)cc3)ccc12 (stereo not given) | -1.8 | i | i | i | i | i | i | i | i | -4.8 | -2.2
COc1cc(NC(=S)NCc2ccco2)cc(OC)c1OC | 0.3 | i | i | i | i | i | i | i | i | -1.2 | -10.4
Cc1ccc(SCCNC(=O)CN(c2ccc3c(c2)OCO3)S(C)(=O)=O)cc1 | -4.2 | i | i | i | i | i | i | i | i | -8.9 | 1.9
CCOc1ccccc1CN1CCC(n2nccc2NC(=O)CCc2ccccc2)CC1 | -1.1 | i | i | i | i | i | i | i | i | -6.9 | ?
CN(Cc1nc(Cc2cccc(C(F)(F)F)c2)no1)C1CC(C)(C)NC(C)(C)C1 | -6.8 | i | i | i | i | i | i | i | i | -6.7 | 1.3
O=C(NCCN1CCOCC1)C1CCN(c2ncnc3c2sc2cccc(F)c23)CC1 | -8.9 | i | i | i | i | i | i | i | i | -11.3 | -2.9
C/C(=N\NC(=O)C(O)c1ccccc1)c1ccc(Cl)s1 (stereo not given) | -1.2 | i | i | i | i | i | i | i | i | -0.6 | -4.6
Cc1ccc(N2CC(C(=O)Nc3c(C)n(C)n(-c4ccccc4)c3=O)CC2=O)cc1 (stereo not given) | -3.5 | i | i | i | i | i | i | i | i | -19.9 | -11.6
C/C(=N\Nc1nncc2ccccc12)c1ccc(C(C)(C)C)cc1 | -0.1 | i | i | i | i | i | i | i | i | -6.5 | -2.5
O=C(CSc1nnc(Cc2cc(=O)[nH]c(=O)[nH]2)n1-c1ccccc1)NCC1CCCO1 (stereo not given) | 2.0 | i | i | i | i | i | i | i | i | -5.8 | -1.4
O=C(Nc1nccs1)c1cc([N+](=O)[O-])ccc1Cl | 0.0 | i | i | i | i | i | i | i | i | -8.7 | -2.2
CCCCn1c(=O)[nH]c(=O)c2c1nc(-c1ccc(C)c([N+](=O)[O-])c1)n2CC | 4.9 | i | i | i | i | i | i | i | i | -11.6 | -9.1
NC(N)=NC(N)=Nc1ccc(SC(F)(F)F)cc1 | 1.3 | i | i | i | i | i | i | i | i | -5.1 | -0.5
CCn1nc(C(=O)Nc2cccc(C(F)(F)F)c2)c(Cl)c1Cl | -1.2 | -8.93* | i | i | i | i | i | i | i | -7.0 | 7.9
O=C(c1ccc([N+](=O)[O-])s1)N1CCc2ccccc21 | 7.3 | i | i | i | i | i | i | i | i | -5.1 | 7.0
CCN(C(=O)COC(=O)c1ccc(C)c(S(=O)(=O)N2CCOCC2)c1)C1CCS(=O)(=O)C1 (stereo not given) | -4.5 | i | i | i | i | i | i | i | i | -6.2 | 3.9
O=C(Nc1ccc(Cl)cc1)c1ccc2c(=O)n3c(nc2c1)CCCCC3 | 18.6 | i | i | i | i | i | i | i | i | -10.9 | nt
Cc1cccn2c(=O)c3cc(C(=O)NCCCn4ccnc4)n(C)c3nc12 | -6.5 | i | i | i | i | i | i | i | i | -9.7 | -19.1
CC1(C)CC(=O)C(C(c2ccc(Br)cc2)C2C(=O)CC(C)(C)CC2=O)C(=O)C1 | 4.6 | i | i | i | i | i | i | i | i | -4.9 | 13.2
Nc1c(-c2ccccc2)c(CSc2nc3ccccc3[nH]2)nn1-c1cccc(C(=O)O)c1 | 7.7 | i | i | i | i | i | i | i | i | -15.4 | 1.1
CCC(C)c1ccc(NC(=O)N2CCN(C(=O)C3CCCO3)CC2)cc1 (stereo not given) | -4.3 | i | i | i | i | i | i | i | i | -1.4 | 3.6
O=C1c2sc3nc4n(c(=O)c3c2CCC1Br)CCCCC4 (stereo not given) | 2.7 | i | i | i | i | i | i | i | i | -10.8 | 16.5
(more compounds)
SMILES | SKKanGAS inh | KCNK9 inh | KCNQ1 inh | KCNQ1 pot | KCNK3 inh | ANO1 activ | RGS4 act | RGS4 inh | TMEM16A inh | hERG protect | HDAC3 inh
O=C(CCCN1C(=O)c2ccccc2C1=O)Nc1ccc(S(=O)(=O)N2CCOCC2)cc1 | -4.3 | i | i | i | i | i | i | i | i | -8.6 | 0.8
COc1cccc(-c2nc(CS(=O)(=O)c3ccccc3)no2)c1 | -4.0 | i | i | i | i | i | i | i | i | -7.2 | 2.0
CC(Nc1cc(N2CCOCC2)ccc1[N+](=O)[O-])c1ccccc1 (stereo not given) | -1.9 | i | i | i | i | i | i | i | i | -7.7 | 8.2
COCCn1c(SCC(=O)OCc2ccccc2)nc2c1c(=O)[nH]c(=O)n2C | -1.1 | i | i | i | i | i | i | i | i | -8.7 | 2.7
Fc1ccc2c(c1)C(c1ccc(N3CCOCC3)cc1)=NNC(c1cccs1)=N2 | 16.0 | i | i | i | i | i | i | i | i | -13.1 | 2.0
